Tb PGK inh = inhibitors of T. brucei phosphoglycerate kinase. P07378. PGK/GAPDH coupled, Kinase-Glo luminescence, 60 min. Potency, µM (top dose mostly 57.5 µM), without a hit: at the top dose activity change, negative = inhibition, hits mostly inhibitors. actives 0.043% (n = 380,000). AID 602233; further: on the % scale 0 is the no-effect control and ±100 the full control effect; nearly all actives have a fitted effect of over 60% in size
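Luminescent ATP detection (Kinase-Glo Plus) follows a 60-minute room-temperature incubation, with wells lacking PGK as controls. Buffer: 100 mM TEA (pH 7.6), 5 mM MgCl2, 0.01% Tween-20. Coupling enzyme GAPDH (100 nM final) supplies unstable 1,3-BPG in-well.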
RGS4 inh = human RGS4 inhibition; Potency, µM (titrated, usually from 114 µM), inactives show at the highest dose activity change, negative = inhibition, hits mostly inhibitors; P49798; actives 0.039% (n = 390,000); Transcreener GDP fluorescence polarization, RGS4-accelerated GTP hydrolysis; further: on the % scale 0 is the no-effect control and ±100 the full control effect; nearly all actives have a fitted effect of over 75% in size; some results filed as inactive show a strong effect at the top dose
Target sequence (P49798 whole entry, looked up): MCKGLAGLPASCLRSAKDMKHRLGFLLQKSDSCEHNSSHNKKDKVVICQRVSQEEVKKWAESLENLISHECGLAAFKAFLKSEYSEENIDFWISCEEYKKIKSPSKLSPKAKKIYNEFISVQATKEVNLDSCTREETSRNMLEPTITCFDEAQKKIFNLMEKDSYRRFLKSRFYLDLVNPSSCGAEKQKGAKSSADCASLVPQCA
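MLSMR compounds (23 nl, pin-transferred) preincubated 10 min at room temperature with a 500nM (2x) first reagent, then RGS4 at 900nM (2x) plus Transcreener GDP mix added; fluorescence polarization (620/688 nm) read before and after 90 min at 30 °C.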
12-LOX inh = blocks human arachidonate 12S-lipoxygenase; P18054; purified 12hLO, xylenol orange hydroperoxide absorbance; Potency, µM (titrated, usually from 108 µM), without a hit: top-dose activity change, negative = inhibition, usual class: inhibitors; actives 1.1% (n = 580,000); further: on the % scale 0 is the no-effect control and ±100 the full control effect
Target sequence (P18054 whole entry, looked up): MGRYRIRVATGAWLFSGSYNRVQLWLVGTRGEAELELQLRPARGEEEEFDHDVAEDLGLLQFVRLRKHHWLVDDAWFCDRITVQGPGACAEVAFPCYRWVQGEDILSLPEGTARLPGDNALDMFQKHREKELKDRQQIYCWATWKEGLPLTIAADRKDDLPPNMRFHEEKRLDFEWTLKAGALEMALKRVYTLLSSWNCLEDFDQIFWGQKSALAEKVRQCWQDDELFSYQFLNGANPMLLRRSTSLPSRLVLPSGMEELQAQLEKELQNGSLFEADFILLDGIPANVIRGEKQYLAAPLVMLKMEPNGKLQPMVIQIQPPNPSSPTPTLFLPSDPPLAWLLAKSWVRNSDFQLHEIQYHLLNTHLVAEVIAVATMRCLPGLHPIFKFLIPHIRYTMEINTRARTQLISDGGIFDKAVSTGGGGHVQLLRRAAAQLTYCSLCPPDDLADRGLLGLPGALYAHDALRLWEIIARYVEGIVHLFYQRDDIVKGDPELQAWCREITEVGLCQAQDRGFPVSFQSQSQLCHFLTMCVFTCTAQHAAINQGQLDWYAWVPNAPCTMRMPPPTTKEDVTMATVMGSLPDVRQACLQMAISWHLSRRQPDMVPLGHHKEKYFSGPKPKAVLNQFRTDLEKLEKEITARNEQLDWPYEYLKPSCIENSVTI
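Purified human 12hLO (150 nM final) in 25 mM Hepes, 0.01% Triton X-100, pH 7.0 was preincubated 15 min at room temperature with compound. Then 40 uM arachidonic acid was added, 30 min. Hydroperoxide was read by Fe-XO absorbance ratio 573/405 nm.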
Pin1 inh = human Pin1 inhibition. Q13526. Pin1 FP peptide displacement, HiFluor488, 10 min. Potency, µM (titrated, usually from 115 µM), without a hit: top-dose activity, negative = inhibition, actives largely listed as inhibitors. actives 0.009% (n = 390,000); active means well fitted inhibition curve with a large enough effect in the polarisation, with a control signal flat, not every such curve was filed as active; inconclusive means small, poorly fitted or top-dose-only effect, or effect the other way, or a change in a side signal; inactive means no such curve, though single readings can be large or run the other way; the % refers to the polarisation; further: on the % scale 0 is the no-effect control and ±100 the full control effect
Target sequence (Q13526 whole entry, looked up): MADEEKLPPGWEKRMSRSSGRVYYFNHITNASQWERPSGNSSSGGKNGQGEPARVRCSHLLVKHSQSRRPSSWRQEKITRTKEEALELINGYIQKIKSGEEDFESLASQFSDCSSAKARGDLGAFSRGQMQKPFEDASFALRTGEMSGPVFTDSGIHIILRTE
GLS inhibitor = glutaminase GLS (human) inhibition; AID 624170; GLS enzymatic activity, qHTS titration; Potency, µM (series often up to 45.5 µM), inactives show at the highest dose activity change, negative = inhibition, hits mostly inhibitors; O94925; actives 0.21% (n = 410,000); further: on the % scale 0 is the no-effect control and ±100 the full control effect
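hKGA in 45 mM KH2PO4 pH 8.2, 0.02% Tween-20 with pin-transferred compounds; 1 mM L-glutamine (stock) plus glutamate oxidase/HRP/Amplex Red coupling added. Fluorescence read initially and after 30 min at RT.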
TrxR1 inh = blocks rat thioredoxin reductase 1; O89049; actives 1% (n = 390,000); recombinant rTrxR1, NADPH fluorescence consumption, selenite substrate; Potency, µM (highest dose often 114 µM), for the others: at the highest dose activity change, negative = inhibition, hits mostly inhibitors; further: on the % scale 0 is the no-effect control and ±100 the full control effect; nearly all actives have a fitted effect of over 65% in size
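Rat TrxR1 (90 nM in the dispensed reagent) was pre-reduced with 400 uM NADPH for 5 min at room temperature, then incubated with compound for 15 min. After 400 uM selenite was added, NADPH fluorescence (Ex 340/Em 450 nm) was followed for 8 min.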
ERG Ets-DNA blk = ERG Ets/DNA interaction inhibition. P11308. fluorescence polarization, His-ERG Ets domain / labelled DNA. Potency, µM (highest dose often 76.9 µM), for inactives: at the top dose FP activity, negative = inhibition, usual class: inhibitors. actives 0.028% (n = 370,000). AID 624246; active means well fitted inhibition curve with a large enough effect in the polarisation, with a control signal flat; inconclusive means small, poorly fitted or top-dose-only effect, or effect the other way, or a change in a side signal; inactive means no such curve, though single readings can be large or run the other way; the % refers to the polarisation;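 further: polarization taken with two DNA probes labelled with fluorescein and Texas red; % of control where 0% means no effect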
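His-tagged ERG Ets domain (1 uM in the protein solution; 300mM KCl, 50mM Tris-HCl, 1mM EDTA, 1mM DTT, pH 7.5) received compound, then a probe mix of 5 nM fluorescein-DNA and 100nM Texas-615-DNA. Fluorescence polarization was read for both dyes.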
JMJD2A Tudor = JMJD2A Tudor domain (human) inhibition; O75164; AlphaScreen JMJD2A-Tudor / H3K4me3 peptide binding; Potency, µM (highest dose often 114 µM), inactives show at the highest dose activity change, negative = inhibition, hits mostly inhibitors; actives 4.4% (n = 390,000); further: on the % scale 0 is the no-effect control and ±100 the full control effect; nearly all actives have a fitted effect of over 50% in size
HP1b chromo inh = inhibitors of HP1-beta chromodomain binding to methylated histone tails. AID 540317. actives 0.56% (n = 390,000). P83916. Potency, µM (titrated, usually from 114 µM), inactives show at the highest dose activity change, negative = inhibition, usual class: inhibitors. AlphaScreen HP1-beta / biotin-H3K9me3 peptide binding; further: nearly all actives have a fitted effect of over 70% in size; inactives centre near 23
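HP1-beta protein (50 nM final) preincubated 30 min at room temperature with biotinylated H3(1-18)K9me3 peptide (50 nM) in PBS pH 7.4, 0.01% Tween-20, then compound added for 30 min. AlphaScreen streptavidin donor/nickel chelate acceptor beads (10 ug/mL final), 30 min dark, luminescence read.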
Active calls of the source: *; i = inactive; ? = inconclusive; . = not tested or not shown; & = joins results of further samples; [ ] = another dose, or the depositor's remark. Unless noted, the call rests on the fitted dose curve; in most records, active means well fitted curve in the direction sought with a large enough effect; inconclusive means small, poorly fitted or top-dose-only effect, or another doubt; inactive means no such curve, though single readings can be large; an effect the other way counts as inactive or inconclusive. Potency means the concentration at half of the fitted maximal effect. Not all compounds are listed (hit frequency here may not be typical).

[1] Cn1cnc(S(=O)(=O)N2CCN(C(c3ccccc3)c3ccccc3)CC2)c1
[2] O=S(=O)(NCCc1ccccc1)c1ccccc1
[3] COc1ccc(-n2nc([N+](=O)[O-])c(=NCc3ccco3)n2O)cc1
[4] CS(=O)(=O)c1ccc(C(=O)N2CCN(C(=O)c3ccco3)CC2)cc1
[5] CCn1c2nc(SCCN3CCOCC3)nnc2c2cc(C)cc(C)c21
[6] CCOC(=O)c1c(CN(C)C)n(-c2ccccc2)c2cc(Br)c(O)cc12
[7] CSc1sc(C)cc1C1C(C#N)=C(N)N(c2cccnc2)C2=C1C(=O)CC(C)(C)C2 (stereo unspecified)
[8] O=[N+]([O-])c1cccc(S(=O)(=O)Nc2nc3ccccc3nc2Nc2cccc(S(=O)(=O)N3CCCCC3)c2)c1
compound no.,1,2,3,4,5,6,7,8
Tb PGK inh,-1%,5%,-3%,-9%,-1%,-2%,i,-10%
RGS4 inh,25%[11.4 µM],0%,-20%,-21%,-11%,-26%,-2%,-27%
12-LOX inh,15%,0%,1%,-3%,?,-22%,0%,?
Pin1 inh,1%,-9%,-3%,4%,-9%,-11%,2%,.
GLS inhibitor,6%,15%,0%,-6%,0%,-26%,1%,1%
TrxR1 inh,10%,-6%,-13%,4%,3%,25%[57.1 µM],12%[57.1 µM],-22%
ERG Ets-DNA blk,1%,-1%,11%,-1%,19%,-4%,5%,-4%
JMJD2A Tudor,-11%,-12%,?,5%,-17%,-25%,-7%,45µM*
HP1b chromo inh,38%,34%,21%,30%,29%,0%,40%[activator],-11%

[9] CC(=O)NCc1ccc(C(=O)COC(=O)COc2ccccc2)s1
[10] CCn1c(Cc2cccs2)nnc1SCC(=O)c1ccc(C)cc1
[11] CCOc1ccc(S(=O)(=O)N(C)c2ccc(OCC(=O)Nc3ccc4[nH]c(=O)[nH]c4c3)cc2)cc1
[12] CC(C)CNc1nc(NC(C)(C)C)nc(Oc2ccc(=O)n(-c3ccccc3)n2)n1
[13] Cc1ccc(S(=O)(=O)NC2(C(F)(F)F)C(=O)Nc3c2c(=O)[nH]c(=O)n3-c2ccccc2)cc1 (stereo unspecified)
[14] O=C(c1ccc(F)cc1)N(NC(=O)C(O)(c1ccccc1)c1ccccc1)c1ccccc1
[15] COc1ccccc1CNC(=O)CN(C)CC(=O)Nc1ccc(F)c(F)c1F
[16] COc1ccc(COC(=O)N/C=C/c2ccco2)cc1
compound no.,9,10,11,12,13,14,15,16
Tb PGK inh,-10%,-9%,i,-5%,i,-10%,0%,-6%
RGS4 inh,-5%,13%,-16%,-3%,-18%&-25%,0%,13%,-33%
12-LOX inh,-25%,-17%,1%,-24%,-29%&-7%,-8%,9%,?
Pin1 inh,-2%,0%,27%,3%,-2%&-4%,1%,6%,?
GLS inhibitor,-15%,4%,6%,6%,4%&-11%,-1%,-4%,0%
TrxR1 inh,-14%,-2%,7%,3%,20%&-9%,10%[57.1 µM],4%,-28%
ERG Ets-DNA blk,-7%,2%,-5%,-9%,?,12%,-9%,8%
JMJD2A Tudor,-9%,-28%,-15%,-5%,-9%&-3%,5%,-14%,-3%
HP1b chromo inh,23%,0%,9%,27%,45%&39%[activator],34%,31%,24%

[17] CCc1cc(C(=O)OCC(=O)N2CCC(c3ccccc3)=N2)sc1C
[18] O=C(CCNC(=O)c1ccc(Cl)cc1)Nc1cccc(S(=O)(=O)N2CCCCCC2)c1
[19] O=[N+]([O-])c1ccc(NCCCNS(=O)(=O)c2ccccc2)cc1
[20] O=C(c1ccco1)N1CCN(c2ccc([N+](=O)[O-])c(N3CCOCC3)c2)CC1
[21] Cc1onc(-c2ccccc2)c1CNC(=O)Nc1cccc(Cl)c1
[22] CC1=C(C(=O)N(C)C)C(c2ccccc2OC(F)F)NC(=O)N1 (stereo unspecified)
[23] COc1cc2ccccc2cc1C(=O)N/N=C/c1ccc2c(c1)OCO2
[24] NC(=O)c1nsc(C(=O)N(CC(=O)NC2CCCCC2)Cc2ccc(F)cc2)c1N
compound no.,17,18,19,20,21,22,23,24
Tb PGK inh,-1%,4%,2%,i,3%,0%,-5%,-4%
RGS4 inh,-38%,-21%,-27%,-17%,12%,10%,-16%,11%
12-LOX inh,-14%&-31%,?,?,-27%,-1%,1%,7%,1%
Pin1 inh,20%,7%,-2%,-6%,?,-10%,3%,6%
GLS inhibitor,-11%,1%,-2%,7%,5%,-14%,-6%,6%
TrxR1 inh,31%,12%,20%[57.1 µM],-1%[57.1 µM],10%,26%[11.4 µM],36%[activator],6%
ERG Ets-DNA blk,7%,-10%,9%,-1%,-4%,8%,12%,-6%
JMJD2A Tudor,-16%,-25%,-19%[11.4 µM],-24%,18%,-7%,3%,-9%
HP1b chromo inh,26%,4%,5%,5%,14%,15%,30%,-3%

[25] CCCCCOc1ccc(Cn2c(=O)oc3ccc(C)cc32)cc1OC
[26] Cc1cc2ccccc2n2c(SCC(=O)Nc3cccc(C(F)(F)F)c3)nnc12
[27] COC(=O)C1CCN(c2cc(=O)n(-c3ccc(OC)cc3)c(=O)[nH]2)CC1
[28] Cc1nn2c(C)c(C(=O)NC(C)c3ccccc3)cnc2c1-c1ccc(F)cc1 (stereo unspecified)
[29] COc1ccccc1/C=N/NC(=O)c1[nH]c(C)c(C(=O)N/N=C/c2ccccc2OC)c1C
[30] O=C(CCNC(=O)c1ccccc1Cl)Nc1ccc(Cl)c(C(F)(F)F)c1
[31] CC(C)CC(=O)Nc1nnn(C)n1
[32] COc1ccc(Nc2nc3cc(C)ccc3cc2C#N)c(OC)c1
compound no.,25,26,27,28,29,30,31,32
Tb PGK inh,-12%,.,0%,-2%,3%,-3%,-3%,2%
RGS4 inh,-14%,4%,-46%,37%,20%,-26%,5%,25%
12-LOX inh,-16%,0%,28%,-22%,-4%,-9%,0%,-6%
Pin1 inh,0%,?,27%,-3%,-2%,1%,-9%,19%
GLS inhibitor,-12%,-3%,9%,-8%,-1%,-4%,-7%,3%
TrxR1 inh,30%,6%,28µM*,11%[57.1 µM],-4%[57.1 µM],7%,-3%,16%
ERG Ets-DNA blk,1%,?,8%,6%,-1%,9%,6%,10%
JMJD2A Tudor,84%[activator],-3%,-4%,-12%,-15%,-19%,-11%,-10%
HP1b chromo inh,109%[activator],29%,16%,3%,1%,70%[activator],32%,35%

Excerpt: compounds 25–26
[25] CCCCCOc1ccc(Cn2c(=O)oc3ccc(C)cc32)cc1OC
[26] Cc1cc2ccccc2n2c(SCC(=O)Nc3cccc(C(F)(F)F)c3)nnc12
compound no.,25,26
Tb PGK inh,-12%,.
RGS4 inh,-14%,4%
12-LOX inh,-16%,0%
Pin1 inh,0%,?
GLS inhibitor,-12%,-3%
TrxR1 inh,30%,6%
ERG Ets-DNA blk,1%,?
JMJD2A Tudor,84%[activator],-3%
HP1b chromo inh,109%[activator],29%

5 entries from above, with bars between the fields:
cpd | SMILES | Tb PGK inh | RGS4 inh | 12-LOX inh | Pin1 inh | GLS inhibitor | TrxR1 inh | ERG Ets-DNA blk | JMJD2A Tudor | HP1b chromo inh
29 | COc1ccccc1/C=N/NC(=O)c1[nH]c(C)c(C(=O)N/N=C/c2ccccc2OC)c1C | 3% | 20% | -4% | -2% | -1% | -4%[57.1 µM] | -1% | -15% | 1%
30 | O=C(CCNC(=O)c1ccccc1Cl)Nc1ccc(Cl)c(C(F)(F)F)c1 | -3% | -26% | -9% | 1% | -4% | 7% | 9% | -19% | 70%[activator]
25 | CCCCCOc1ccc(Cn2c(=O)oc3ccc(C)cc32)cc1OC | -12% | -14% | -16% | 0% | -12% | 30% | 1% | 84%[activator] | 109%[activator]
28 | Cc1nn2c(C)c(C(=O)NC(C)c3ccccc3)cnc2c1-c1ccc(F)cc1 (stereo unspecified) | -2% | 37% | -22% | -3% | -8% | 11%[57.1 µM] | 6% | -12% | 3%
27 | COC(=O)C1CCN(c2cc(=O)n(-c3ccc(OC)cc3)c(=O)[nH]2)CC1 | 0% | -46% | 28% | 27% | 9% | 28µM* | 8% | -4% | 16%

New compounds follow
[33] CC(C)N1CCN(Cc2cc3ccccc3[nH]2)CC1CCO (stereo unspecified)
[34] CC(C)[C@H](NC(=O)OCc1ccccc1)C(=O)OCc1cc(=O)oc2cc(O)ccc12
[35] c1ccc2sc(Nc3nc4cc5c(cc4s3)OCO5)nc2c1
[36] CCOC(=O)C1CCCN(S(=O)(=O)c2cn(C)c(=O)n(C)c2=O)C1 (stereo unspecified)
compound no.,33,34,35,36
Tb PGK inh,-4%,-5%,0%,i
RGS4 inh,22%,8%,-17%,-10%
12-LOX inh,-23%,171%[activator],-1%,21%
Pin1 inh,7%,-1%,-1%,1%
GLS inhibitor,-6%,6%,-6%,-8%
TrxR1 inh,16%[57.1 µM],4%,-1%,7%[57.1 µM]
ERG Ets-DNA blk,-13%,6%,8%,4%
JMJD2A Tudor,-4%,-17%,-1%,-5%
HP1b chromo inh,13%,20%,36%,34%
